# SRC3 inh – inhibits human SRC3 coactivator; inhibition, % at 3.6 µM; HEK293 GAL4-SRC3 luciferase reporter, luminescence; 360,000 compounds, 0.17% hits;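 active means inhibition above a per-campaign cutoff, the mean of all compounds plus 3 SD, cut at about 60% in these data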;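 further: 0% = DMSO-treated cells and 100% = gossypol-treated cells at 36 µM; higher means less SRC3-driven luciferase light from the GAL4 reporter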
# CF NFkB block – inhibitors of cystic fibrosis induced NF-kB | KKLEB NF-kB-GFP reporter, PAF-induced, GFP fluorescence overnight | inhibition, % at 5 µM | 360,000 compounds, 0.86% hits;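 active means at least 50% inhibition at 5 µM, scaled per plate between neutral and stimulator controls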;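 further: PAF is a Pseudomonas aeruginosa culture filtrate used as stimulus; plate controls were PAF-stimulated DMSO wells for no effect and unstimulated DMSO wells for full effect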
# TWEAK Fn14 block – inhibitors of TWEAK-Fn14 interaction signaling. AID 1159606. 360,000 compounds, 2% hits. TWEAK-stimulated Fn14 reporter cells, luciferase luminescence, 8 h. inhibition, % at 10 µM; in the data active means inhibition above about 50%
# TRAIL sens C8 – sensitizes caspase-8 expressing cells to TRAIL; 360,000 compounds, 1% hits; inhibition (viability loss, TRAIL sensitization), % at 10 µM; NB7+C8 cells + TRAIL, ATPlite viability luminescence; AID 624354;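 active means compounds causing at least 50% loss of cell viability in the single-dose screen, relative to plate controls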
# NR2F2 inh – NR2F2 (human) inhibition, primary screen. AID 686940. 370,000 compounds, 0.7% hits. HEK293T NGFI-A luciferase reporter, luminescence. inhibition, % at 8.6 µM;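 active means inhibition above a per-plate cutoff, mean inhibition of test wells between control levels plus 3 SD, cut at about 38% in these data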;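 further: cells cotransfected with COUP-TFII expression vector driving the NGFI-A reporter; 0% = median of COUP-TF2 test wells and 100% = reporter-only cells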
# TROY signal inh – blocks TROY-dependent signaling in reporter cells; Q293 LMP1-TROYcd NF-kB luciferase reporter, 4 h; AID 1347056; inhibition, % at 10 µM; 360,000 compounds, 0.98% hits;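 active means compounds whose plate-normalised and pattern-corrected inhibition of the luciferase reporter signal at the single screening dose is 50% or more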
# LMP1 NFkB inh – inhibitors of Epstein-Barr LMP1-induced NF-kappaB reporter. LMP1-induced NF-kappaB luciferase reporter cells, luminescence. inhibition, % at 12.5 µM. 350,000 compounds, 0.69% hits. AID 504558; in the data active means inhibition above about 41%;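 further: 0% = neutral control wells and 100% = reference inhibitor control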
# NCOA2 inhibitor – human SRC2 (NCOA2) inhibition. HEK293 GAL4-SRC2 luciferase reporter, luminescence. inhibition, % at 9 µM. 370,000 compounds, 0.17% hits;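 active means inhibition above the mean inhibition of all tested compounds plus 3 SD, set per campaign, cut at about 52% in these data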;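 further: 0% = DMSO treated cells and 100% = cells given Gossypol at 36 µM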
# SRC1 inh – human NCOA1 inhibition; Q15788; HEK293 GAL4-SRC1 luciferase reporter, luminescence; inhibition, % at 3.6 µM; 360,000 compounds, 0.12% hits; AID 588354;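 active means inhibition above the campaign mean plus 3 SD, with each screening campaign given its own cutoff, cut at about 60% in these data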;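 further: 0% = DMSO treated cells and 100% = gossypol at 36 µM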
# Target sequence (Q15788 whole entry, looked up, the tested form may be a part): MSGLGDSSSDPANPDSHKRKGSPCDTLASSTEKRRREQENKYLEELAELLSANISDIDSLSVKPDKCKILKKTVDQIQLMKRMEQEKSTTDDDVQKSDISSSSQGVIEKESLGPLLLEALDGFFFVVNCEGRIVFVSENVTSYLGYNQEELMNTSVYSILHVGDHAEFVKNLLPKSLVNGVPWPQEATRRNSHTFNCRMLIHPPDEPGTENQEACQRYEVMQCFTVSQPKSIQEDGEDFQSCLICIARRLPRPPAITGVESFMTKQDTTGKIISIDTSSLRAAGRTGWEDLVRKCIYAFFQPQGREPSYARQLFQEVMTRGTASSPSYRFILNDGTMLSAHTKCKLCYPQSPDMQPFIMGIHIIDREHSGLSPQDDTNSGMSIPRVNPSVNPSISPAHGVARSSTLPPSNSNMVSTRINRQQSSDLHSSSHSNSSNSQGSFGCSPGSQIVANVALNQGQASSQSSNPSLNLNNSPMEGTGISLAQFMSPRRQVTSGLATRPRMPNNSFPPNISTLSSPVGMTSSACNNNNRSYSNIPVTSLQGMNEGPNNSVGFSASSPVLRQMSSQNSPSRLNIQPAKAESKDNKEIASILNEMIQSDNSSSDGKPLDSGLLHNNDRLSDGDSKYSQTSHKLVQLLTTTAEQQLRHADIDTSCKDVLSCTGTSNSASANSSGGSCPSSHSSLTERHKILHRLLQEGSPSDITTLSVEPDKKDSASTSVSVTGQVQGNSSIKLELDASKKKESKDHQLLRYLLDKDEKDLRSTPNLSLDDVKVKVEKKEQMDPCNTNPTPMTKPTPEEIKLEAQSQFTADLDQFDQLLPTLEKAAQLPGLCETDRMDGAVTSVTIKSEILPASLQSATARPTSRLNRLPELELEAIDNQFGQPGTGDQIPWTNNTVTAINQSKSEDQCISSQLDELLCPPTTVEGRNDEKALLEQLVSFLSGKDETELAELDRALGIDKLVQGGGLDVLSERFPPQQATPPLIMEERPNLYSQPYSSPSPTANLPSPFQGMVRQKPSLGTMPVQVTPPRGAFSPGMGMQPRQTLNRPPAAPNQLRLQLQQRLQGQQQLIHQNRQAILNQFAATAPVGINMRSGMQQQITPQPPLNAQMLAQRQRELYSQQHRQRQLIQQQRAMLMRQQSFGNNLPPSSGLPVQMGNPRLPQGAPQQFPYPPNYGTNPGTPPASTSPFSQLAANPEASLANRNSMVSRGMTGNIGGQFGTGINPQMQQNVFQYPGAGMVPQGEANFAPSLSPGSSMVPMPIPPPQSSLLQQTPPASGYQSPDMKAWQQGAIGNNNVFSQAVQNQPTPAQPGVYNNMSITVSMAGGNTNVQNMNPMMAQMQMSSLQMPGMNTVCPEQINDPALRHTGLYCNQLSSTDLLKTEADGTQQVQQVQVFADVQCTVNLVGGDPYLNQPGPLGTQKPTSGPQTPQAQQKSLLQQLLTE
# KKLEB tox – CF airway cell cytotoxicity counter-screen; 360,000 compounds, 0.36% hits; KKLEB CF airway cells viability, ATPlite luminescence, overnight; active compounds read low; cells stimulated with P. aeruginosa culture filtrate; activity change (cytotoxicity), % at 5 µM;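 active means corrected activity change at or below -50% at 5 µM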
# LRH-1 inv ag – inverse agonists of human LRH-1 (NR5A2); O00482; HEK293T StAR-luciferase reporter, LRH-1 transfected, 24 h; inhibition, % at 3.6 µM; 360,000 compounds, 0.13% hits;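 active means inhibition above the mean inhibition of all tested compounds plus 3 SD, cut at about 73% in these data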;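 further: 0% = DMSO wells and 100% = reporter-only cells lacking LRH-1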
# An asterisk follows results filed as active; nt = no result given.
# Sequence of screens: TRAIL sens C8	TWEAK Fn14 block	SRC3 inh	KKLEB tox	LRH-1 inv ag	NCOA2 inhibitor	LMP1 NFkB inh	TROY signal inh	NR2F2 inh	CF NFkB block	SRC1 inh
CCOc1cc(N2CCOCC2)c(OCC)cc1NC(=O)C1=COCCO1
 : 9	-11	18	-12	2	11	2	-17	0	-1	-18
O=[N+]([O-])c1cccc(-c2ccc3nnc(SCc4cccnc4)n3n2)c1
 : 12	-23	18	2	52	12	10	38	2	-1	5
O=C(COC(=O)c1ccccc1O)Nc1cccnc1Cl
 : -9	-22	-4	-5	-13	0	-3	-15	-6	1	12
NS(=O)(=O)c1ccc(CCNC/C=C/c2ccccc2)cc1
 : -21	3	0	-4	11	-4	0	4	12	-5	-14
Cc1ccc(-n2nc(C(=O)c3ccccc3)n3c(=O)c(Cc4ccccc4)nnc23)cc1
 : 15	27	10	7	2	-27	6	6	-7	-12	-5
NC(=O)N=Nc1c(O)[nH]c2ccc([N+](=O)[O-])cc12
 : -11	-19	5	4	4	8	-3	-9	-1	-62	-17
Cn1ncc2cc(NC(N)=S)ccc21
 : 4	9	-9	11	9	-12	1	17	-20	-6	-21
CCOC(=O)c1c(/N=C/C2=C(O)CCCC2=O)sc2c1CCCC2
 : -18	-4	12	3	4	13	nt	-17	-6	14	6
COc1ccc(CCc2nc(-c3ccc(-n4cccc4)cc3)no2)cc1
 : -15	-3	10	-9	-18	-17	8	0	4	6	1
Cc1onc(-c2ccccc2)c1-c1nnc(COC(=O)c2ccc(F)cc2)o1
 : -7	-1	1	3	-6	-12	3	26	17	3	-10
CCOC(=O)c1ccc(NC(=S)N2CCN(S(C)(=O)=O)CC2)cc1
 : 3	-1	0	-2	4	4	-4	-6	-2	14	-6
COc1ccccc1N1CCN(S(=O)(=O)c2ccc(NC(C)=O)cc2)CC1
 : -3	0	15	-2	7	3	5	0	7	-4	2
O=C(COc1ccc(Cl)cc1)NC1=NN(c2ccccc2)C(=O)C1
 : 2	5	-8	12	7	1	12	14	14	-2	15
CC1CCCN(C(=O)CSc2nnc3n(C4CCCC4)c(=O)c4ccccc4n23)C1 (configuration not stated)
 : -5	34	5	13	0	4	1	15	1	-12	-14
CCOC(=O)c1c(C)nsc1NC(=O)C1CCCCC1
 : 16	3	1	0	0	-12	1	19	9	18	-10
CCc1cccc(C)c1NC(=S)NCc1ccc2[nH]c(C)cc2c1
 : 1	-15	-11	20	-2	12	7	1	4	3	12
O=C(NNc1ccc(Cl)cc1)c1sccc1Cl
 : 21	-13	5	19	7	-32	-11	-20	-6	-14	-15
O=C(NC(C(=O)c1ccccc1)n1c(=O)cc[nH]c1=S)c1ccccc1 (configuration not stated)
 : -4	1	-8	14	-18	-7	-9	-45	12	5	-17
COc1ccc(S(=O)(=O)N2CCC(NC(=O)c3ccccc3)CC2)cc1
 : 6	9	2	10	1	-25	-4	3	-4	-36	-18
CCc1cccc2c(=O)c(C(=O)NCCCOC)c[nH]c12
 : 3	-8	22	-1	5	-12	1	7	8	10	-11
COc1ccc(NC(=O)/C=C/c2ccc(Br)o2)cn1
 : -2	-8	-14	19	-51	-2	-11	-20	-24	-37	-25
O=C(OCc1ccccc1F)c1ccc2c(c1)-c1ccccc1C2=O
 : -16	-34	-56	15	-8	nt	-15	-28	nt	-12	-65
COC(=O)Cc1cnc(NC(=O)CSc2nc(C(C)C)cc(=O)[nH]2)s1
 : 1	32	-8	11	7	-11	-11	9	6	-2	7
O=c1[nH]c(-c2ccccc2)c(-c2ccccc2)[nH]1
 : 4	4	-3	2	-6	4	-8	-2	-5	8	-40
CCCCCCc1cc2cc(C(=O)Nc3cccc(OC)c3)c(=O)oc2cc1O
 : 29	59*	-3	-63*	4	6	5	36	-19	66*	-9
O=C(Nc1ccc(Cl)cc1F)c1ccc2c(c1)C(=O)N(Cc1ccncc1)C2=O
 : -13	-7	-9	2	-31	-9	nt	-3	-2	12	4
CCOC(=O)C1CCN(C(=O)Nc2ccc3nccnc3c2)CC1
 : -5	-6	6	1	-12	-20	-16	-9	2	-5	-10
CCOCCCNC(=O)CN(c1cc([N+](=O)[O-])ccc1OC)S(C)(=O)=O
 : 1	-21	12	10	8	-30	-9	16	-6	-3	-4
CCOC(=O)C1C(=O)OC(C)(C)C1C(CC)C(=O)c1ccccc1 (configuration not stated)
 : -3	-10	7	5	-21	4	10	8	4	-6	-2
Cn1c(SCC(=O)NC2(C#N)CCCCC2)nnc1-c1cccnc1
 : -19	-3	15	34	-6	-9	0	-19	-22	-33	-4

# Sorted by the number under LMP1 NFkB inh (rising): three of the compounds above
molecule,TWEAK Fn14 block,SRC3 inh,LRH-1 inv ag,NCOA2 inhibitor,LMP1 NFkB inh,NR2F2 inh,CF NFkB block,SRC1 inh
COC(=O)Cc1cnc(NC(=O)CSc2nc(C(C)C)cc(=O)[nH]2)s1,32,-8,7,-11,-11,6,-2,7
Cn1ncc2cc(NC(N)=S)ccc21,9,-9,9,-12,1,-20,-6,-21
CCOC(=O)C1C(=O)OC(C)(C)C1C(CC)C(=O)c1ccccc1 (configuration not stated),-10,7,-21,4,10,4,-6,-2

# The listing picks up, starting two compounds before the break.
# Sequence of screens: TRAIL sens C8	TWEAK Fn14 block	SRC3 inh	KKLEB tox	LRH-1 inv ag	NCOA2 inhibitor	LMP1 NFkB inh	TROY signal inh	NR2F2 inh	CF NFkB block	SRC1 inh
CCOC(=O)C1C(=O)OC(C)(C)C1C(CC)C(=O)c1ccccc1 (configuration not stated)
 : -3	-10	7	5	-21	4	10	8	4	-6	-2
Cn1c(SCC(=O)NC2(C#N)CCCCC2)nnc1-c1cccnc1
 : -19	-3	15	34	-6	-9	0	-19	-22	-33	-4
CCOC(=O)c1cc2c(nc1NC(=S)Nc1ccccc1)CC(C)(CC)OC2 (configuration not stated)
 : 2	20	5	8	4	11	1	-23	-13	-9	-4
COc1ccc(N2CCN(CCCNC(=S)Nc3c(C)cccc3C)CC2)cc1
 : -11	-4	8	-6	18	-23	12	17	11	-16	-2
CCn1nnc2cc(C(=O)OCC(=O)N(C)Cc3cccc(F)c3)ccc21
 : 6	2	8	7	-5	2	-5	-20	-4	-3	-16
O=C(CSc1nccn1Cc1ccccc1)NCc1ccccc1
 : -10	1	-25	1	-4	3	-3	-33	4	-7	-5
Nc1ncnc2c1ncn2[C@@H]1O[C@H](C(=O)N2CCN(c3nc4ccccc4o3)CC2)[C@@H](O)[C@H]1O
 : 3	-12	15	5	6	31	nt	6	-14	-17	7
COC(=O)NCC(c1cccnc1)N1CCOCC1 (configuration not stated)
 : 0	7	-17	-20	2	-5	-9	-12	-1	15	5
CCOC(=O)[C@]12CCC=C1N(Cc1cccc3ccccc13)C(=O)[C@H](CC(=O)NCCCN1CCCC1=O)C2
 : -2	-5	nt	nt	-10	-13	nt	-5	-5	nt	nt
S=C(NCC1CCCO1)NC1CCCC1 (configuration not stated)
 : -1	12	22	4	-14	0	-3	-8	-13	-14	-23
COC(=O)CC(C(=O)Nc1cc(C(=O)OC)cc(C(=O)OC)c1)N1CCN(C)CC1 (configuration not stated)
 : -11	-19	21	-2	4	-16	-1	-24	-2	2	10
c1nc(N2CCN(Cc3ccc4c(c3)OCO4)CC2)c2[nH]cnc2n1
 : -4	-1	7	-18	-21	-49	2	9	9	8	0
Cc1nc2sc3c(c2c2nnc(SCC(=O)NCc4ccco4)n12)CCCC3
 : 1	14	24	-8	5	-7	-1	1	11	10	2
Cc1snc(S(=O)(=O)/C(C#N)=N/Nc2ccc(C(F)(F)F)cc2)c1C#N
 : 7	-16	-1	-15	0	-13	-4	52*	11	0	-1
CN(CCOc1ccc(F)cc1)Cc1ccccc1
 : -2	2	-17	0	4	-18	8	-8	-3	-6	-12
CC(=O)Nc1sc(C)c(C)c1C(=O)OC1CCOC1=O (configuration not stated)
 : 7	10	-8	4	6	3	-1	-8	-2	-9	-1
COc1ccccc1CNc1nc(NCCOc2ccccc2)c2sccc2n1
 : 26	46	11	-34	9	10	nt	48	28	30	4
CN1C(=O)CC(C(=O)Nc2ccccc2F)SC1=Nc1ccc2c(c1)OCO2 (configuration not stated)
 : -19	-8	6	-14	-17	6	2	-11	1	5	2
Cn1c(N)c(C(=O)COC(=O)C2=COCCO2)c(=O)n(C)c1=O
 : -2	12	5	2	11	-22	-1	-10	16	-10	2
Cc1nn(CC(=O)NCCc2ccccc2)c(=O)c2ccccc12
 : -11	1	8	-1	-11	-18	1	-7	3	-4	9
Cc1cc(NC(=O)COC(=O)C2CC(=O)N(c3cccc(C)c3C)C2)no1 (configuration not stated)
 : -14	8	17	-9	8	6	-4	9	3	2	0
COc1cc2c(-c3ccc4c(c3)OCO4)c(-c3ccsc3)oc(=O)c2cc1OC
 : 20	-59	-6	21	2	-15	-19	-22	-14	-43	-16
CN(CC(=O)NCC1CCCCC1)CC(=O)Nc1ccccc1Br
 : 3	1	-19	-11	13	-11	1	1	-4	19	-14
COc1ccc(S(=O)(=O)N2CCN(C(=O)c3cnc(C)cn3)CC2)cc1
 : 1	6	8	-4	19	-17	-3	8	1	8	7
Cc1cc(S(=O)(=O)NCCCN2CCOCC2)ccc1Br
 : 5	-2	3	-22	2	-11	-5	-5	8	12	-2
COc1cccc2cc(C(=O)c3ccc([N+](=O)[O-])cc3)oc12
 : 0	5	-1	2	-20	1	-11	-63	-1	-24	-2
COc1ccccc1CNC(=O)N1CCN(c2ccccc2)CC1
 : 11	7	1	10	-6	2	-6	-14	8	1	-11
CCOC(=O)C1CCN(C(=O)CN2C(=O)C(C(C)C)Oc3ccccc32)CC1 (configuration not stated)
 : -4	38	-7	-3	8	0	-3	-32	-10	-3	-41
Cc1ccc(C(=O)OCC(=O)Nc2ccccc2C(F)(F)F)cc1S(=O)(=O)N1CCOCC1
 : -17	5	16	11	8	-8	2	8	4	-4	-9

# Gathered by group, the compounds so far containing a cyano group
# Sequence of screens: TRAIL sens C8	TWEAK Fn14 block	SRC3 inh	KKLEB tox	LRH-1 inv ag	NCOA2 inhibitor	LMP1 NFkB inh	TROY signal inh	NR2F2 inh	CF NFkB block	SRC1 inh
Cn1c(SCC(=O)NC2(C#N)CCCCC2)nnc1-c1cccnc1
 : -19	-3	15	34	-6	-9	0	-19	-22	-33	-4
Cc1snc(S(=O)(=O)/C(C#N)=N/Nc2ccc(C(F)(F)F)cc2)c1C#N
 : 7	-16	-1	-15	0	-13	-4	52*	11	0	-1
